INS promoter inh = TRM-6 insulin promoter activity inhibition | TRM-6 cells (human fetal islet line), insulin promoter-eGFP reporter, imaging; reporter expression induced with tamoxifen | inhibition, % at 2 µM | 0.9% of 130,000 active | AID 1273;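 active = inhibition above the mean plus 3 SD, with well images judged a real hit on visual review, cut at about 60% in these data, passing the limit was not always enough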
SDO1 yeast rescue = restores growth of sdo1-depleted yeast; 0.21% of 140,000 active; z-score at 10 µM; AID 817; S. cerevisiae sdo1-depleted JHY4D growth rescue, OD600 30 h; hits give high values; pdr5 snq2 efflux-pump mutant strain;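 active = z-score above 3 at both the 24 hr and the 30 hr optical density reads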;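 also: z-score against mean and SD of all compound wells on the same plate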
SDO1 yeast rescue Rescue 24 h = recorded beside SDO1 yeast rescue, whose call it bears; z-score; S. cerevisiae sdo1-depleted JHY4D growth rescue, OD600; measured here: growth rescue at 24 h;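 0 is the plate mean of compound wells and units are plate SD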
The depositor's hits bear a star; nt = not tested or not shown; [ ] = dose if it differs, or a comment. A portion of the library, so the mix of outcomes need not match the whole.

SMILES	INS promoter inh	SDO1 yeast rescue	SDO1 yeast rescue Rescue 24 h
Clc1ccccc1N1CCN(c2ncnc3nc[nH]c23)CC1	0	-2	-1.4
Cc1ccc(NC(=O)OCC(F)(F)C(F)F)cc1NC(=O)OCC(F)(F)C(F)F	21	-0.63	-0.64
CCOc1ccccc1NC(=O)C(OC(=O)c1ccccc1NS(=O)(=O)c1cccs1)c1ccccc1 (stereo not drawn)	-40	0.32	1.4
CCN(CC)C(=O)CNc1ccc(C(F)(F)F)cc1[N+](=O)[O-]	-36	0.39	0.7
CC1(C)CN(c2cccc(-c3ccnc4ncnn34)c2)C1=O	9	nt	nt
CCCCn1c(SCC(=O)N2CCOCC2)nnc1-c1cccs1	-14	0.5	0.31
NC(=O)c1sc2nc3c(cc2c1N)CCC3	42	nt	nt
COc1ccc(NC(=O)c2ccc(COc3ccccc3Br)o2)cc1OC	nt	-2.2	-1.2
C=CCn1c(SCc2nc3ccccc3c(=O)[nH]2)nnc1-c1cc2cc(Cl)ccc2o1	-119	-0.68	0.76
O=C(CNC(=O)c1ccccc1)NCC1COc2ccccc2O1 (stereo not drawn)	-21	-0.29	-0.3
CCN(CC)CCN(Cc1cc2ccc(C)cc2[nH]c1=O)C(=O)Nc1ccc(Cl)cc1	-87	nt	nt
CC(=O)Nc1sc(N/N=C\c2ccccc2)nc1-c1cccs1	nt	0.38	-0.51
CCCn1c(O)c(/C=C2\C=NN=C2c2ccccc2)sc1=S	47	-1.3	0.68
Cc1ccc(OCCNC(=O)c2cc(-n3cnnc3)ccc2Cl)cc1C	nt	0.61	0.8
COc1ccc(C(O)c2coc3ccc(O)c(CN(C)C)c23)cc1 (stereo not drawn)	-21	0.05	-0.3
CCC(=O)Nc1ccc(C(=O)OCc2ccc(Cl)c(Cl)c2)cc1	-7	0.16	0.79
CCc1nc2ccccc2n(CC)c1=O	nt	0.8	0.5
N#CC1=C(N)c2ccccc2CC12CCCCC2	-3	-1.5	-1.3
CCOc1cc(NC(=S)Nc2ccccc2)c(OCC)cc1NC(=O)c1ccc(OC)cc1	13	-1	-0.32
Cc1cc(Cl)ccc1OCCCC(=O)NN	42	nt	nt
Cn1nc(C(F)(F)F)c2cc(NC(=O)OCc3ccc(C(C)(C)C)cc3)sc21	-38	-0.47	-0.53
CCOC(=O)C(C)Oc1ccsc1C(=O)OC (stereo not drawn)	4	1.5	-0.31
O=C(CNS(=O)(=O)c1ccc(C(=O)N2CCCCC2)cc1)N1CCCCC1	-4	0.89	0.71
CCCCCN1C2=NCCN2c2ccccc21	69	0.06	-0.42
CCN(CC)S(=O)(=O)c1ccc2nnn(OCC(=O)Nc3cccc(C#N)c3)c2c1	27	-0.47	-1.9
CCOC(=O)CN(C(=O)CSc1nnc(COc2ccc(OC)cc2)n1C)c1ccccc1	nt	0.71	-1.4
CC1CN=C(c2cccn2Cc2ccc(F)cc2Cl)O1 (stereo not drawn)	0	0.74	0.69
CCN1CCCC1Cn1cnc2c([nH]c3cc(OC)ccc32)c1=O (stereo not drawn)	-16	1.1	0.88
Cc1cccnc1NC(=O)c1ccc2nc(N)sc2c1	-11	-1.8	-2.2
Cc1csc2nc(=O)c3ccccc3n12	45	2.4	2.9
O=C(C1CCN(S(=O)(=O)c2ccc(-n3cnnn3)cc2)CC1)N1CCN(c2ccccc2)CC1	-4	0.32	0.14
COc1ccc(C(CC(=O)Nc2cc(OC)cc(OC)c2)n2cccc2)cc1 (stereo not drawn)	28	-0.55	-0.38
Cc1cccc(N/C(N)=N/c2nc(C(F)(F)F)cc(=O)[nH]2)c1C	42	-0.05	-0.44
COc1cccc(OCc2nnc(SCC(=O)NNC(=O)C3CCCCC3)n2C)c1	-20	nt	nt
CC(C)(C)C(=O)/C=C(\N)c1ccccn1	17	0.07	0.01
Cc1cnc(C)c(N2CCC(C(=O)NCc3cccs3)CC2)n1	0	0.3	0.08
O=C(NCc1ccco1)c1ccc(=O)[nH]n1	nt	1.3	1.5
Cn1cccc1/C=N/NC(=O)C12CC3CC(CC(C3)C1)C2	nt	0.66	0.11
CCC(OC(=O)CN1C(=O)C(=O)c2ccccc21)C(=O)Nc1ccc(S(N)(=O)=O)cc1 (stereo not drawn)	-40	nt	nt
CCOc1ccc(/C(O)=C2/C(=O)C(=O)N(CCOCCO)C2c2ccccc2)cc1 (stereo not drawn)	0	-0.18	0.13
CCOC(=O)N1CCN(CC(=O)Nc2c(C(=O)OC)[nH]c3ccccc23)CC1	6	0.16	-0.04
CCCCC[n+]1ccn(C2=C([O-])c3ccccc3C(=O)/C2=N\S(=O)(=O)c2ccccc2)c1	22	1.3	0.09
O=[N+]([O-])c1ccc(N(c2ccccc2)c2ccccc2)cc1	nt	-1.1	-1
Cc1ccc(-c2nnc(SCc3nc(N)nc(Nc4ccccc4C)n3)n2N)cc1	20	0.85	0.24
Cc1cc(C)cc(OCC(=O)Nc2ccc(N3CCN(C(=O)c4ccco4)CC3)cc2)c1	-33	-0.36	-0.73
CCOC(Cn1c(-c2ccc(OC)cc2)nc2ccccc21)OCC	-15	-0.43	-0.39
COc1ccccc1N1CCN(C(=O)c2ccc(Cl)c(S(=O)(=O)N3CCCC3)c2)CC1	-18	nt	nt
Cc1cc(NC(=O)c2cc(C)on2)n(-c2ccccc2)n1	-57	1.2	1.3
COC(=O)CCNc1n[nH]c(=O)[nH]c1=O	-61	nt	nt
CCCS(=O)(=O)c1c(S(=O)(=O)CCC)c2c3ccccc3ccn2c1C(=O)OC	53	-0.34	-0.01
CC1CN(Cc2nc3c(c(=O)n(C)c(=O)n3C)n2CCCc2ccccc2)CC(C)O1 (stereo not drawn)	17	nt	nt
COC(=O)c1ccccc1NC(=O)CN1CCC(NC(=O)c2ccccc2C)CC1	nt	0.16	0.37
N#Cc1ccc(COC(=O)c2ccc3c(=O)[nH]c(CN4CCOCC4)nc3c2)cc1	nt	0.9	0.73
CC(=O)NCC(=O)OCC(=O)c1ccc2ccccc2c1	7	-0.7	-0.5
N#Cc1c(-c2ccco2)cc(C2CC2)nc1SCC(=O)c1ccccc1	nt	0.69	1.6
Cc1cc(=O)[nH]c(SCc2nc3ncccn3c2Br)n1	18	0.53	0.16
Cc1c(O)c(CN2CCCCC2)cc2c1oc(=O)c1ccccc12	-10	1.2	1.1
S=C(Nc1ccc(Cl)cc1Cl)NC1CCCCC1	nt	-0.65[10.7 µM]	-0.84
O=C1CCCC(=O)C1=C1SCCCS1	15	0.48	0.37
O=C(COC(=O)c1ccncc1)Nc1cc(Cl)ccc1Cl	-4	0.7	2.2

(cont.)
SMILES	INS promoter inh	SDO1 yeast rescue	SDO1 yeast rescue Rescue 24 h
CCc1nnc(NC(=O)CSc2nnc(CNc3ccc(OC)cc3)n2C)s1	18	3.1	2.1
CC1CC(C)CN(C(=S)Nc2ccc3nc4n(c(=O)c3c2)CCCCC4)C1 (stereo not drawn)	-26	-0.27	-0.48
COc1cccc(CN(C)CC(=O)NNC(=O)c2ccc(Cl)cc2)c1	nt	0.73	0.21
COc1c2c(nc3occc13)C(CC=C(C)C)(OC)C(OC(C)=O)CC2 (stereo not drawn)	-31	-1.6	-1.5
COc1cc(/C=C/C(=O)OCC(=O)Nc2ccc3c(c2)OCCO3)ccc1O	nt	0.85	0.2
CN(C)CCNC(=O)c1ccccc1-c1ccccc1	3	1.7	2.4
COc1ccc(-n2c(=S)[nH]c3sc4c(c3c2=O)CCc2ccccc2-4)cc1	17	0.9	1
COc1cccc(C(=O)Nc2nnc(-c3cccs3)s2)c1	-3	-0.1	0.12
COc1ccccc1N1CCN(C(=O)CSc2nc(N)cc(=O)[nH]2)CC1	42	-0.09	-0.03
CCC(=O)c1ccc(OCC(O)CN2CCN(c3cccc(C(F)(F)F)c3)CC2)cc1 (stereo not drawn)	-254	-2.1	-1.2
CNc1c(N=Cc2cccnc2)c(=O)n(C)c(=O)n1C	8	-0.5	-1.5
CC(C)(C)c1cc(C(F)(F)F)c(C#N)c(=O)[nH]1	24	2	2.7
COc1cc(C(=O)Nc2nccs2)cc(OC)c1OC	-25	0.74	-0.18
CC(C)(C)C(=O)Nc1nnc(SCC(=O)NCc2ccco2)s1	nt	1.1	1.1
CC(=O)Cc1ccccc1OCC(=O)O	30	-0.04	-0.72
COc1ccc(N2C(=O)CC(N3CCN(c4ccccc4F)CC3)C2=O)cc1 (stereo not drawn)	0	0.43	0.13
COc1ccc(CCN2CN(S(=O)(=O)c3ccc(OC)cc3)c3nc4ccccc4nc32)cc1	-7	-0.03	-0.64
COC(=O)C1=C(C)N(Cc2ccc(C)cc2)C(=O)C1	0	0.74	-0.31
CCOC(=O)C1CCN(c2nc(C)cc(C)c2C#N)CC1	-22	nt	nt
CC1CCCCN1CCCNC(=O)C1CCN(c2nc3ccccc3o2)CC1 (stereo not drawn)	-14	1.2	1.3
COc1cccc(C(c2sc3ncnn3c2O)N2CC(C)OC(C)C2)c1 (stereo not drawn)	nt	0.22	-0.04
CSc1ccc(/C=N/n2c(Cc3ccc(Br)cc3)n[nH]c2=S)cc1	-18	nt	nt
CCNC(=O)CN1C(=O)NC(CCc2ccccc2)C1=O (stereo not drawn)	-38	-0.5	-0.63
CCc1ccccc1NC(=O)CSC1=C(C#N)C(c2ccc3c(c2)OCO3)C2=C(CCCC2=O)N1 (stereo not drawn)	-31	0.05	-0.18
Cn1c(SCC(=O)NC2CC2)nnc1-c1cccc(NC(=O)c2ccccc2F)c1	-13	-0.39	-0.62
O=C(CSCc1c(F)cccc1Cl)NCc1ccco1	-42	0.23	0.32
CCOC(=O)C1=C(C)N(C)C(=O)NC1c1c(C)nn(-c2ccc(C)cc2)c1Cl (stereo not drawn)	0	-1.1	-0.13
COc1ccccc1C(=O)N1CCN(c2ccccn2)CC1	9	-0.48	-0.25
CCOC(=O)c1ccc(NC(=O)c2ccc(CN3CCOCC3)cc2)cc1	55	-1.1	-0.13
O=C(c1ccccc1F)N1CCN=C1c1ccccc1	15	nt	nt
O=S(=O)(CCOc1ccccc1)c1nc2ccccc2[nH]1	-18	1	1.7
CNc1nc(Oc2ccccc2C(=O)OC)nc(SC)n1	37	-0.11	0.39
C=CCn1c(N)c(C(=O)NCc2cccnc2)sc1=S	11	-0.06	0.43
COCCCNC(=O)c1ccc(-n2nc(C(F)(F)F)cc2-c2cccs2)cc1	45	0.35	1.6
CC(C)(C)NC(=O)C(c1ccsc1)N(CCc1ccccc1)C(=O)Cn1nnc2ccccc21 (stereo not drawn)	-80	-0.28	1.1
c1ccc(-c2cn3nc(-c4ccccc4)cnc3n2)cc1	nt	1.1	0.96
Cc1ccc(Oc2cc(N3CCOCC3)nc(-c3ccccc3)n2)cc1	13	-2.2	-1.9
CC1(C)CC(=O)c2cc(C(=O)NNc3ccccc3)c(=O)n(-c3ccccc3)c2C1	-44	nt	nt
O=C1CC(c2cccc([N+](=O)[O-])c2)c2cc3c(cc2N1)CCC3 (stereo not drawn)	-41	nt	nt
O=C(Nc1ccc(CN2CCOCC2)cc1)c1cc2ccccn2n1	nt	-0.35	0
Cc1cc(SCCC(=O)O)nc2ccccc12	-23	nt	nt
CC(/C=C/c1ccc2c(c1)OCO2)=N/NC(=O)C1COc2ccccc2O1 (stereo not drawn)	-7	-0.31	0.17
Cc1ccc(-c2noc(CSc3nnc(CCc4ccccc4)n3-c3ccccc3)n2)cc1	-11	-1.3	-1.3
COc1ccc(-c2cc(C(F)(F)F)n3nc(C(=O)N(C)Cc4ccccc4)cc3n2)cc1OC	30	nt	nt
O=C(NC1CCCCCC1)C1c2ccccc2C(=O)N1C1CC1 (stereo not drawn)	nt	1.9	1
O=C(O)c1ccc(N2CCCCC2)cc1	-12	-0.19	-0.48
O=C(CSc1nnc(Nc2ccccc2)s1)Nc1cccc(S(=O)(=O)N2CCCCC2)c1	nt	-0.63	-1.2
CN=C(c1ccccc1)c1c(C)cccc1C	-52	0.36	-0.42

Screening results (PubChem BioAssay)
